High-throughput results deposited in PubChem BioAssay by several laboratories.
FadD28 FP inh: inhibitors of Mycobacterium tuberculosis FadD28 bisubstrate binding. FadD28 bisubstrate probe binding, fluorescence polarization. inhibition, % at 12.5 µM. actives 0.22% (n = 360,000). AID 588549; in the data active means inhibition above about 8.5%, passing the limit was not always enough; inconclusive means no clear call, values can overlap the other calls
BioA inh: BioA (M. tuberculosis) enzyme inhibition | purified M. tuberculosis BioA enzyme, plate reader | inhibition, % at 9.99 µM | actives 0.096% (n = 360,000) | AID 602481; in the data active means inhibition above about 40%; inconclusive means no clear call, values can overlap the other calls
Mtb FBA inh: inhibits M. tuberculosis FBA enzyme; inhibition, % at 1 µM; purified M. tuberculosis FBA, fluorescence read-out; AID 588726; actives 2.3% (n = 360,000); in the data active means inhibition above about 27%;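 further: 0% = vehicle and 100% = reference inhibitor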
Target sequence (P9WQA3 whole entry, looked up): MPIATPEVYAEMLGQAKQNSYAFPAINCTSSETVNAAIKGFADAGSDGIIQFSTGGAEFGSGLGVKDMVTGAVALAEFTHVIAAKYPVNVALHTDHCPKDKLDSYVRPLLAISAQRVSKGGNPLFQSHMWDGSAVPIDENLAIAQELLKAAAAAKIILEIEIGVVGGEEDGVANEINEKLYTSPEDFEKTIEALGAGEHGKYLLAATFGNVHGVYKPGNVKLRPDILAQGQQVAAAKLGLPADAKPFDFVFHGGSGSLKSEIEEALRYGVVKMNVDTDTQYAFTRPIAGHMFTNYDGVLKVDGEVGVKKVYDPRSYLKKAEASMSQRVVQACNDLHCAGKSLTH
GDH-TPI counter: counter-screen for M. tuberculosis FBA inhibitors: GDH-TPI coupled enzymes; GDH-TPI coupled enzyme counterscreen, NADH absorbance; inhibition, % at 4.8 µM; actives 1.2% (n = 360,000); AID 588335; in the data active means inhibition above about 30%;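 further: 0% = DMSO wells and 100% = wells lacking the enzyme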
MazEF act: activators of E. coli MazEF toxin-antitoxin RNase | P0AE70 | FAM/BHQ RNA-DNA oligo cleavage fluorescence, 5 h | activation, % at 20 µM | actives 0.32% (n = 350,000); in the data active means activation above about 50%
Target sequence (P0AE70 whole entry, looked up): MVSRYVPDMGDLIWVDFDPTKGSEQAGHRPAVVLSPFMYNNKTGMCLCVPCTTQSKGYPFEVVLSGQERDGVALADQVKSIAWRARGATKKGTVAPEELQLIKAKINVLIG
Rv3671c protease: inhibits the M. tuberculosis serine protease Rv3671c; actives 0.048% (n = 320,000); inhibition, % at 5.96 µM; P9WHR9; AID 2606; in the data active means inhibition above about 38%;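 further: extracellular domain of Rv3671c used as enzyme; 0% = enzyme with DMSO and 100% = no enzyme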
BoNT-F LC inh: BoNT F light chain protease inhibition | Multiplex microsphere protease cleavage assay, flow cytometry | inhibition, % at 10 µM | actives 0.22% (n = 360,000) | AID 588497; in the data active means inhibition above about 35%, passing the limit was not always enough; inconclusive means no clear call, values can overlap the other calls; further: plate controls were buffer without enzyme for full effect and enzyme alone for no effect
Mtb UGM inh: inhibitors of M. tuberculosis UDP-galactopyranose mutase; AID 504406; inhibition, % at 10 µM; P9WIQ1; purified UGM, fluorescence polarization probe displacement; actives 0.06% (n = 320,000); in the data active means inhibition above about 10%, passing the limit was not always enough; inconclusive means no clear call, values can overlap the other calls
Target sequence (P9WIQ1 whole entry, looked up): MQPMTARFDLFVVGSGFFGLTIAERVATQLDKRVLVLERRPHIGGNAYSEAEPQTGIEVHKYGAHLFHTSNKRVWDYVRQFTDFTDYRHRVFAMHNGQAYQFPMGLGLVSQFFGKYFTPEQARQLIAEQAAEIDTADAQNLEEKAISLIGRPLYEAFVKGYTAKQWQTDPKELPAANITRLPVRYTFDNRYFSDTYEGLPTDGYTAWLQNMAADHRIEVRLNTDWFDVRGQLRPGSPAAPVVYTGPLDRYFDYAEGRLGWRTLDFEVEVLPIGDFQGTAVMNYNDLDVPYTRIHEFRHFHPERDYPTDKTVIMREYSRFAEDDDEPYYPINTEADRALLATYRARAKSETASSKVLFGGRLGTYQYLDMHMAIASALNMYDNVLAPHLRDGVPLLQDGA
PrPC TRFRET: cell surface PrPC inhibition, primary TR-FRET screen | inhibition, % at 13.8 µM | actives 0.43% (n = 370,000) | TR-FRET read-out; in the data active means inhibition above about 24%; further: 0% = median of the test wells and 100% = reference compound wells
* hit, by the source's call; ? = inconclusive; · = not tested or not shown; & = joins results of further samples. Rows were taken by chance. Share with any hit: about 4.8%.

SMILES	FadD28 FP inh	BioA inh	Mtb FBA inh	GDH-TPI counter	MazEF act	Rv3671c protease	BoNT-F LC inh	Mtb UGM inh	PrPC TRFRET
Cc1cc(C)c2c(n1)nn1c(C3CC3)cc(C(F)(F)F)nc21	-2.3	·	1	-3	12	-8	-1	1.3	-6
Cc1cnc(C=O)c2cccc([N+](=O)[O-])c12	-2.2	-0.4	-2	1	2	·	-3	·	-14
CCN(C(=O)c1cc(S(=O)(=O)N2CCCCC2)c[nH]1)c1ccc(OC)cc1	0.3	-0.7	2	4	8	-11	-5	2.1	-5
C/C(=C\c1ccccc1)C(=O)Nc1ccc(S(=O)(=O)Nc2ncccn2)cc1	-2.2	·	-2	6	7	-3	-1	0.4	12
CCOc1ccc(Cl)cc1CSc1ncn[nH]1	-4.9	1.5	0	9	7	1	-2	-0.3	1
Cn1c(SCc2ccc(Br)cc2)nc2c(c1=O)SCC2	-3.0	·	-1	24	10	0	-4	1.5	11
C=CCn1c(SCC(=O)c2[nH]c(C)c(C(C)=O)c2C)nnc1-c1ccncc1	-0.3	12	-2	9	7	8	?	-0.3	-4
Cc1ccc(S(=O)(=O)N2CCC[C@H]2C(=O)Nc2ccccc2Cl)cc1	-4.4	-1.6	3	9	1	6	-2	7.1	-8
CCCCn1nc2cc(C(=O)N(CC)c3ccc(OC)cc3)ccc2c1OCC	-0.2	-3.2	28*	3	3	3	4	1.5	4
COc1ccc(-c2nnc(SCC(=O)NC(C)c3ccccc3)o2)cc1 (stereo unspecified)	-1.4	0.2	0	3	11	-9	0	0.0	11
O=C(/C=C/c1ccc(F)cc1)N1CCN(Cc2ccccc2)CC1	-2.2	1.1	3	14	11	-8	·	-3.3	-3
O=C(O)C1CCCN1c1ncccn1 (stereo unspecified)	-1.6	-2.1	2	3	12	4	-3	3.6	4
CCS(=O)(=O)N1CCN=C1SCc1cccnc1	-1.9	·	2	0	2	-12	-2	-1.1	-1
Cc1ccc(C)c(C2=CSC3=NCCN23)c1	-0.4	-2.9	-1	9	-6	-6	2	-0.2	0
CCCCNC(=O)C1(C)CCN1C(=O)c1cccnc1Oc1ccccc1 (stereo unspecified)	-5.0	-0.1	-3	-2	·	·	-2	·	-4
O=S(=O)(c1ccccc1)N(Cc1ccccc1)c1ccccn1	-1.2	1.7	1	-2	-1	-1	-1	-3.0	0
O=C(Nc1nnc(S(=O)(=O)N2CCCC2)s1)c1cccc([N+](=O)[O-])c1	-0.6	-3.7	3	39*	6	5	-7	-0.8	·
O=C1CCC(C(=O)N2CCCO2)CN1Cc1cccc(C(F)(F)F)c1 (stereo unspecified)	0.8	-0.6	2	5	-13	·	6	·	-5
Cc1onc(-c2ccc(Cl)cc2Cl)c1-c1csc(COc2ccccc2)n1	-1.2	·	4	5	-27	5	?	-1.7	0
Cc1nn(CC(=O)N2CCOCC2)c(C)c1[N+](=O)[O-]	-2.1	·	1	11	-12	3	-1	-2.7	-8
CCCN(CCC)CCCNC(=O)c1cc2c(=O)n(CC)c3ccccc3c2s1	-1.1	-0.4	27*	17	14	5	-5	0.7	-25
CCOC(=O)C1=NNC2C(=O)N(Cc3ccccc3)C(=O)C12 (stereo unspecified)	-1.9	·	0	1	5	4	?	2.0	0
Cc1cc(F)ccc1NC(=O)C1CCN(C(=O)Nc2ccccc2)CC1	-4.0	-1.0	-2	-1	1	5	-5	1.2	·
COc1ccc(C(C#N)c2nc3ccccc3nc2Cl)cc1 (stereo unspecified)	1.6	1.5	1	4	6	·	-6	0.9	-1
O=c1cc2c(nn1Cc1c(Cl)cccc1Cl)-c1ccccc1CC2	0.9	-1.4	4	5	-9	-9	-7	3.0	-1
Further compounds follow.
SMILES	FadD28 FP inh	BioA inh	Mtb FBA inh	GDH-TPI counter	MazEF act	Rv3671c protease	BoNT-F LC inh	Mtb UGM inh	PrPC TRFRET
CN1CCC(=NNC(=O)C(=O)Nc2cccc(Br)c2)CC1	-5.2	·	2	-2	13	-3	20	-0.5	-1
CCOC(=O)N1CCC(NC(=O)c2cccs2)CC1	-0.8	·	3	5	3	7	2	-0.2	-3
COc1ccccc1NC(=O)COc1cc(Br)c(CNCCCN2CCOCC2)cc1OC	-3.4	0.3	1	-5	7	1	-7	-0.7	-4
O=C(Nc1ccc(NC(=O)C2CC2)nc1)c1cnccn1	-1.5	·	2	4	0	-2	3	1.8	-6
O=C(CSc1nnc(Cc2cc(=O)[nH]c(=O)[nH]2)n1-c1ccc(Cl)cc1)NCC1CCCO1 (stereo unspecified)	-1.9	-1.5	2	3	-12	0	?	1.1	1
O=S(=O)(Nc1ccncc1Cl)c1ccccc1	-2.4	·	3	-3	-3	6	6	-1.7	2
CC(=O)Nc1ccc(Nc2ncnc(N)c2[N+](=O)[O-])cc1	-3.9	·	1	-5	-2	0	-6	-2.2	-21
COC(=O)c1ccc2nc(NC(=O)C3CC3)sc2c1	-3.9	-1.3	1	9	10	-13	1	1.1	8
CCOC(=O)C1CCCCN1Cc1cccc(OCc2ccccc2)c1 (stereo unspecified)	-4.6	0.3	-5	0	-1	-3	3	0.5	7
Cc1ccc(C)c(N2CCN(S(=O)(=O)c3ccc4[nH]c(=O)c(=O)[nH]c4c3)CC2)c1	-8.1	1.4	4	16	-2	1	9	-2.2	3
Cn1nnnc1SCC(=O)NCC(=O)c1ccccc1	-1.0	·	-1	4	7	10	10	0.3	7
Cc1[nH]c(C)c(S(=O)(=O)NCc2ccco2)c1C(=O)N1CCCCC1	-0.1	5.1	-1	1	1	-3	5	-0.5	5
O=C(O)c1ccc(NC(=S)Nc2ccccc2)cc1	-3.4	-1.3	1	-2	-3	-1	0	-5.2	-1
COc1ccccc1OCC(O)Cn1c(=N)n(Cc2ccccc2)c2ccccc21 (stereo unspecified)	-5.2	7.7	-7	-10	17	-2	-1	-6.2	-12
CCc1ccc2[nH]c(C(=O)N(C)c3ccc(F)cc3F)cc2c1	-1.0	-1.7	3	14	-10	-12	7	0.6	-4
Cc1ccc(C(C(=O)NC2CCCC2)N(C(=O)CNC(=O)c2cccs2)c2cccnc2)o1 (stereo unspecified)	-2.3	1.2	1	-3	3	-8	5	3.3	-4
CCN(CC)c1ccc(/C=N/NC(=O)c2ccc3nc[nH]c3c2)c(O)c1	27*	-1.1	3	25	9	35	-3	1.5	·
C[C@H](CO)N1C[C@H](C)[C@H](CN(C)Cc2ccncc2)Oc2ncc(Br)cc2C1=O	-0.5	0.4&0.3&-0.1	-1	11	12	·	5	·	-6
CCOC(=O)C1C(c2ccccc2)C(C(=O)OCC)S(=O)(=O)C(CCN(CC)CC)S1(=O)=O (stereo unspecified)	-0.5	2.1	-2	3	7	-6	-4	-0.1	-5
COc1cccc(-c2cccc(-c3nc(C(=O)NCCCN4CCOCC4)cc4c3[C@H](CCO)N(S(=O)C(C)(C)C)C4)c2)c1 (stereo partly specified)	-2.4	-0.9	0	·	·	·	-3	·	-4
COC(=O)Cc1ccc(OC2(C)CCN(Cc3ccccc3)C2)cc1 (stereo unspecified)	-3.2	-1.6	-2	-1	·	·	-2	·	4
Cc1cccc(OCCCC(=O)NNC(=O)c2ccncc2)c1	-0.6	-0.1	1	-3	3	·	-1	·	4
CC(C)OC(=O)c1c(NC(=O)CCn2nnc3ccccc32)sc2c1CCCC2	-1.9	0.1	5	-8	-11	-10	-2	2.4	-4
COc1cccc(-c2cc(C(=O)Nc3ccc(N(C)C(C)=O)cc3)c3cc(Br)ccc3n2)c1	-5.3	-0.8	0	24	-15	-45	?	1.1	15
COc1ccc(C(=O)Nc2ccc(-c3ccc(C)o3)cc2)cc1S(=O)(=O)N1CCOCC1	-1.1	-1.4	2	38*	-19	-7	3	2.0	10
Other compounds follow:
SMILES	FadD28 FP inh	BioA inh	Mtb FBA inh	GDH-TPI counter	MazEF act	Rv3671c protease	BoNT-F LC inh	Mtb UGM inh	PrPC TRFRET
COC(=O)c1nn(-c2nc(-c3ccc(OC)c(OC)c3)cc(C(F)(F)F)n2)cc1[N+](=O)[O-]	-3.4	·	5	-3	14	0	-7	2.2	5
COc1ccc(C(=O)c2c(-c3ccc(OC)cc3)oc3ccc(-c4cc(OC)c(OC)c(OC)c4)cc23)cc1	-0.4	-0.3	9	37*	-2	1	2	3.2	16
CCN(c1ccccc1)S(=O)(=O)c1ccc(C(=O)NNC(=O)c2ccccc2F)cc1	0.0	1.3	-3	8	7	5	-3	-3.7	-2
CN(CC1COc2ccccc2O1)c1nc(-c2cccnc2)nc2ccccc12 (stereo unspecified)	-0.6	-7.2	-4	18	2	-9	-2	2.2	-15
CN1c2ccc([N+](=O)[O-])cc2C(C)(C)C12C=Cc1cc(C(=O)O)ccc1O2 (stereo unspecified)	1.6	5.4	-3	11	-7	-3	5	2.2	-10
COc1ccc(CCC2CCNCC2)cc1	-2.5	0.8	1	-1	12	0	13	0.5	-1
Cc1nn(Cc2cccc(C(=O)Nc3ccn(Cc4ccccc4)n3)c2)c(C)c1[N+](=O)[O-]	-0.5	·	0	6	4	-15	12	-1.1	·
Cc1cc(C)c(NC(=O)COc2ccccc2C(=O)Nc2ccc3c(c2)oc2ccccc23)c(C)c1	-4.2	-1.5	1	9	-20	-3	24	-2.2	-2
CN(C)c1nc2c(c(=O)[nH]c(=O)n2C)n1Cc1ccc(F)cc1	-2.2	3.2	0	-3	-1	-3	-18	-2.8	7
COc1ccc(/C=C2/CCC(CN3CCOCC3)C2=O)cc1 (stereo unspecified)	-3.0	·	1	29	2	·	-5	·	4
O=C(CCc1nc(-c2ccccc2Cl)no1)NCc1ccco1	-1.6	-1.0	1	0	-1	-4	-2	-0.1	1
CCC(C)(CC(=O)Nc1nccs1)c1ccccc1 (stereo unspecified)	·	2.1	-2	6	3	-7	11	-0.4	2
C/C(=C\C(=O)c1ccc(Br)cc1)NCc1ccc2c(c1)OCO2	-2.3	1.0	1	12	-4	-6	1	-1.5	-4
COc1ccc(-c2cc(C(=O)NN)[nH]n2)cc1	-2.2	·	5	6	10	-17	-2	-2.4	3
CCOc1cc(C2c3c(n[nH]c3C)C(=O)N2c2ccc(Br)cc2)ccc1O (stereo unspecified)	-15	35	7	1	4	-5	51*	0.1	8
CCOc1ccc(-n2c(C)c(C(=O)O)c3cc(OC)ccc32)cc1	-1.7	·	11	4	1	4	-10	3.9	5
COc1ccc(NC(=O)c2ccc(C)cc2)c[n+]1[O-]	·	2.8	-1	-6	15	·	?	-2.4	11
NS(=O)(=O)c1ccc(NC(=O)CN2C(=O)CCC2=O)cc1	-3.9	·	-4	-2	-5	1	1	-0.1	-3
COc1ccc2oc(C(=O)c3ccccc3)c(N)c2c1	·	·	·	·	-2	0	·	-1.5	-13
O=C(NC1CC1)c1cc(=S)[nH]c2ccccc12	-2.0	0.3	0	9	3	-1	-2	3.0	-5
CC(=O)c1cccc(-c2ccnc3c2CC(C(=O)NC(C)C)O3)c1 (stereo unspecified)	-3.4	0.1	-1	-4	·	·	4	·	-9
COC(=O)C1=C(C)N(c2ccccc2)/C(=C/c2ccco2)C1=O	0.3	·	-5	17	3	1	7	-0.8	-2
C#CCOCCOCCOCCNc1nc(N2CCN(C(=O)[C@H](C(C)C)n3cc(CCO)nn3)CC2)nc(N2CCN(C(=O)[C@H](C)n3cc(CCCN=C(N)N)nn3)CC2)n1	-4.1	-0.3	0	13	15	·	-7	·	-4
COc1ccccc1C(CNC(=O)c1cccc(S(=O)(=O)NCc2ccccc2)c1)N(C)C (stereo unspecified)	-3.4	-0.3	-2	-2	6	0	·	-1.1	-2
